Dynein cargo inh: blocks dynein driven cargo transport along microtubules; 3617.4 mouse cells, GR-EGFP nuclear translocation imaging; test concentration mostly 20 µM; stimulated with dexamethasone, 1 µM; hits give low values; z-score, hits read low; actives 0.47% (n = 220,000); AID 1381;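 active = plate z-score of nuclear minus cytoplasmic receptor signal below a set negative limit, without overly bright fluorescence or cell loss, cut at about -3.5 in these data, passing the limit was not always enough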;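 note: z-score of nuclear minus cytoplasmic ring GR-EGFP intensity difference per well; some compounds called inactive have numbers as strong as hits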
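Buffer or medium – tet-free medium with charcoal-stripped serum · Signal – automated 10x imaging of fixed Hoechst-stained cells · Also added – dexamethasone agonist, 1.0 µM final, for 30 min · Incubation – induction 48 h, compound 1 h, agonist 30 min · Read-out – GR-EGFP nuclear translocation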
KOR beta-arrestin-1: KOR agonists, beta-arrestin recruitment, primary screen, cell-based, luminescence, uHTS (AID 1777). KOR beta-arrestin recruitment, luminescence; higher % means a stronger effect. activation, % at 10 µM, or EC50 in µM where a hit was titrated. actives 0.02% (n = 280,000); in the data active = activation above about 50%, passing the limit was not always enough; note: a part of the inactive calls stands beside numbers as strong as those of hits
AID2073: disruptors of CaV2.2 binding to Mint1 – biochemical, HTRF (AID 2073); HTRF protein-protein interaction, Mint1-CaV2.2; higher % means a stronger effect; one-dose inhibition, % at 20 µM; IC50 in µM for titrated hits; actives 0.19% (n = 290,000); in the data active = inhibition mostly above about 51%, no sharp cut-off; note: some results filed as inactive read as strong as hits
GPR55 beta-arrestin: GPR55 agonists via beta-arrestin recruitment, primary screen, imaging, U2OS cells, beta-arrestin-GFP redistribution (AID 1961). U2OS GPR55 beta-arrestin-GFP redistribution imaging; higher % means a stronger effect. actives 0.048% (n = 290,000). activation, % at 10 µM; hits with a dose series show EC50 in µM;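 active = activation above 40% with more than 50 cells counted in the well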;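 note: U2OS osteosarcoma cells stably expressing GPR55 and beta-arrestin-GFP; plate controls were DMSO negative control for no effect and LPI positive control for full effect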
KOR beta-arrestin-2: kappa opioid receptor blockers – cell-based, luminescence, uHTS (AID 1778) | KOR beta-arrestin recruitment, luminescence, antagonist mode; higher % means a stronger effect | one-dose inhibition, % at 10 µM; IC50 in µM for titrated hits | actives 0.091% (n = 290,000); note: strong numbers were not always called active
NOD2 inhibition: inhibition of NOD2-driven NF-kB reporter – cell-based, luminescence, uHTS, HEK293 (AID 1566) | HEK293 NOD2/NF-kB luciferase reporter, luminescence; higher % means a stronger effect | actives 0.63% (n = 290,000) | one-dose inhibition, % at 4 µM; EC50 in µM for titrated hits; note: many of its hits are not listed in these tables
NOD1 inhibition: NOD1 signaling inhibitors, primary screen, cell-based, luminescence, uHTS (AID 1578). NOD1-driven NF-kB luciferase reporter cells, luminescence; higher % means a stronger effect. actives 1% (n = 290,000). inhibition, % at 4 µM, or EC50 in µM where a hit was titrated; in the data active = inhibition mostly above about 36%, no sharp cut-off; inactive = mostly below about 34%;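 note: HEK-293T reporter cells stimulated with the NOD1 agonist gamma-tri-DAP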
M17LAP inhibition: P. falciparum M17LAP inhibitors, primary screen, biochemical, fluorogenic H-Leu-NHMec substrate, 1536-well (AID 1619) | recombinant M17LAP, H-Leu-NHMec fluorogenic kinetic assay; higher % means a stronger effect | inhibition, % at 30 µM; hits with a dose series show IC50 in µM | actives 0.38% (n = 220,000);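 active = compound inhibiting the enzyme by more than half at any dose during confirmatory dose-response retesting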;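 note: plate controls were full reaction with DMSO carrier for no effect and no enzyme background for full effect; strong numbers were not always called active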
P. falciparum M1AAP: malaria alanyl aminopeptidase activity blockers – biochemical, fluorogenic H-Leu-NHMec substrate, 1536-well (AID 1445); recombinant M1AAP, H-Leu-NHMec fluorogenic kinetic assay; higher % means a stronger effect; inhibition, % at 30 µM, or IC50 in µM where a hit was titrated; actives 0.42% (n = 220,000);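 active = primary inhibition above the hit cutoff, then over 50% inhibition at one or more dose response concentrations, cut at about 23% in these data, passing the limit was not always enough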;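 note: plate controls were DMSO full reaction for no effect and no enzyme background for full effect; strong numbers were not always called active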
Dynein cargo inh cytoplasmic EGFP: second read-out of Dynein cargo inh, no call of its own (marks repeat the call); z-score; measured here: cytoplasmic GR-EGFP intensity; hits give high values
Dynein cargo inh nuclear GR-EGFP: second read-out of Dynein cargo inh, no call of its own (marks repeat the call); z-score; measured here: nuclear GR-EGFP intensity;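 lower value marks the stronger effect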
Dynein cargo inh cell count: also measured in Dynein cargo inh; calls as there; z-score; measured here: cell count per field
Active calls of the source: *; nt = no result given; [ ] = another dose, or the depositor's remark. Cut-off read from the data, not from the text of the source, unless noted: active = inhibition above about 50%; inactive = the rest. Some of the compounds tested; rates above refer to the full screens.

SMILES | Dynein cargo inh | Dynein cargo inh cytoplasmic EGFP | Dynein cargo inh nuclear GR-EGFP | Dynein cargo inh cell count | KOR beta-arrestin-1 | AID2073 | GPR55 beta-arrestin | KOR beta-arrestin-2 | NOD2 inhibition | NOD1 inhibition | M17LAP inhibition | P. falciparum M1AAP
Nc1nnc(SCC(=O)Nc2cccc(S(N)(=O)=O)c2)s1 | -0.62 | -0.33 | 0.18 | 0.25 | 5.3% | -8% | -0.2% | -13% | -2% | -20% | 17% | 6%
Cc1cc(=O)n(Cc2ccccc2)c2c(C)cccc12 | nt | nt | nt | nt | -0.6% | 6% | -0.1% | 30% | 17% | -3% | nt | nt
COc1ccc(S(=O)(=O)N2CCCN(CCC(=O)Nc3cccc(C(F)(F)F)c3)CC2)cc1 | -0.34 | -0.15 | -0.0058 | -0.62 | 2.0% | -4% | -0.1% | -38% | 11% | 34% | 11% | 3%
CS(=O)(=O)N1CCC(C(=O)NCCc2ccccc2)CC1 | 1.3 | -0.15 | 0.62 | -0.44 | 2.7% | 6% | 0.3% | -23% | 2% | -30% | -8% | -7%
O=C(CN1C(=O)C2CC=CCC2C1=O)NCc1cccs1 (centres undefined) | 0.38 | -0.13 | 0.19 | -1.3 | -5.3% | -1% | 0.2% | -2% | 5% | -24% | 41% | 19%
O=S(=O)(Cc1nnnn1-c1ccccc1)c1ccc(Cl)cc1 | nt | nt | nt | nt | 0.8% | 7% | -0.1% | -9% | 1% | 6% | nt | nt
CCN1CCN(C(=O)N(c2ccccc2)c2ccccc2)CC1 | nt | nt | nt | nt | -2.8% | -2% | 0.0% | -2% | 0% | -12% | nt | nt
Clc1ccc(-c2nnc(-c3cccc4ccccc34)o2)cc1Cl | -0.45 | -0.78 | -0.061 | 1 | -2.3% | 7% | -0.1% | 36% | -50% | -13% | -10% | -2%
CC(=O)c1sc(NC(=O)c2cc(=O)c3ccccc3o2)nc1C | -0.86 | -0.35 | -0.063 | 1.3 | -1.5% | 15% | 0.0% | -27% | -48% | -37% | 5% | 12%
CN1CCN(NC(=O)c2ccc(Br)s2)CC1 | 0.23 | -0.67 | 0.33 | -1.1 | 0.9% | 5% | -0.1% | 24% | 3% | -7% | -3% | -1%
OCC1(Cc2ccccc2)CCCN(Cc2ccc(-c3ccco3)cc2)C1 (centres undefined) | -0.34 | -0.24 | -0.1 | 1.1 | 2.9% | 41% | -0.2% | -22%[20 µM] | 18% | -26% | 15% | 4%
Cc1ccc(-c2nnc(SCC(=O)NC3CC3)o2)cc1 | nt | nt | nt | nt | 3.2% | 19% | 0.5% | 4% | -11% | -45% | nt | nt
O=C(c1ccccc1)c1c[nH]c(C(=O)NNc2ccccc2)c1 | 0.042 | -0.32 | 0.47 | 0.54 | -9.6% | -10% | -0.1% | 13%[20 µM] | -51% | -35% | 3% | -2%
O=C(Cn1c(=O)n(CCC(=O)N2CCCCC2)c(=O)c2sccc21)NCc1ccccc1 | nt | nt | nt | nt | -1.1% | 32% | 0.3% | -10% | 9% | 5% | nt | nt
O=C(Nc1ccccc1Cl)c1ccc([N+](=O)[O-])o1 | nt | nt | nt | nt | -4.6% | -4% | 0.8% | 8% | -1% | 4% | nt | nt
CC1CC(C)CN(CCCNC(=O)c2ccc(CS(=O)(=O)Cc3ccccc3F)o2)C1 (centres undefined) | -0.09 | -0.37 | 0.28 | 0.13 | -2.3% | 12% | -0.2% | 7% | 19% | 10% | 3% | -4%
CC(NC(=O)NC(=O)c1ccc(Cl)cc1)c1ccccc1 (centres undefined) | nt | nt | nt | nt | 6.3% | 8% | 0.2% | -26% | 3% | -28% | nt | nt
CCOc1ccc(C(C(=O)NCC2CCCO2)N(C(=O)c2snc(C(N)=O)c2N)c2cccc(F)c2)cc1 (centres undefined) | nt | nt | nt | nt | -5.4% | 10% | 0.0% | 17% | 4% | 13% | nt | nt
O=C(N/N=C/c1ccc[nH]1)c1ccc2c(c1)OCO2 | -0.87 | -0.2 | 0.029 | 0.17 | 1.1% | 7% | -0.4% | -12% | -25% | -56% | 1% | 7%
Cc1cc(C(=O)COC(=O)C2=NNC(=O)CC2)c(C)n1CCc1ccccc1 | -0.11 | -0.3 | -0.021 | 0.33 | 0.6% | 27% | -0.3% | -22% | -2% | 7% | 4% | 6%
COc1cc(C(=O)N2CCN(C(=O)C3CC3)CC2)cc(OC)c1OC | -1 | -0.2 | -0.28 | 0.25 | -2.4% | -2% | -0.2% | -14% | 2% | -6% | 1% | 4%
O=C(Cc1ccc(F)cc1)N1CCN(c2ccc([N+](=O)[O-])cc2)CC1 | nt | nt | nt | nt | -5.1% | 9% | -0.2% | 4%[20 µM] | 19% | -25% | nt | nt
Cc1ccc(S(=O)(=O)N2CC(=NO)C2)cc1 | 0.75 | -0.16 | 0.77 | -0.012 | 12% | 2% | -0.1% | -12% | 13% | -22% | 13% | 5%
CSc1ccc(NC(=O)NCCN2CCc3ccccc3C2)cc1 | -1.1 | -0.22 | -1.1 | 1.1 | 7.3% | -3% | -0.3% | -13% | 2% | nt | 9% | 5%
CN1CCC(=O)N(CCOc2ccccc2)CC1 | nt | nt | nt | nt | -5.5% | -6% | -0.2% | -13%[20 µM] | 18% | -13% | nt | nt
Cn1c(=O)c2c(SC3CCCC3)nc(C3CC3)nc2n(C)c1=O | -0.19 | 1.5 | 0.44 | -0.52 | -2.6% | -8% | -0.1% | 15% | 20% | 14% | 8% | -2%
COc1ccc(-c2nc(CS(=O)CC(=O)NCC3CCCO3)c(C)o2)cc1 (centres undefined) | -0.1 | -0.2 | -0.049 | -0.031 | 4.8% | -3% | -0.1% | 1% | -1% | 6% | 16% | 18%
Cc1ccc(C)c(N(CC(=O)NC2CCCCC2)C(=O)CCC(=O)Nc2ccccn2)c1 | -0.56 | -0.2 | -0.16 | 0.26 | -2.4% | -1% | -0.1% | -80% | 8% | -13% | nt | nt
COc1ccc(C2CC(c3cccs3)n3nc(N)nc3N2)cc1 (centres undefined) | -1.2 | -0.22 | -0.54 | 0.63 | 1.2% | -9% | 0.4% | 23% | -1% | -27% | -92% | 10%
C=CCN(c1nc(C)cc(OC)n1)S(=O)(=O)c1ccc(C)cc1 | nt | nt | nt | nt | -3.4% | -7% | -0.1% | -29% | -2% | -22% | nt | nt
COc1ccc(C(N)=O)cc1NC(=O)c1cccc(F)c1 | -0.56 | -0.21 | -0.28 | 0.69 | -2.8% | -2% | 2.5% | -9% | 7% | 7% | 6% | 0%
COc1ccc(N(CC(=O)NCc2ccccc2)S(=O)(=O)c2c(C)noc2C)cc1 | 2.1 | -0.34 | 0.68 | -0.84 | 1.0% | 12% | 0.8% | -17% | 15% | -5% | -4% | -1%
CC(=O)c1cccc(OCCCOc2cccc3cccnc23)c1 | nt | nt | nt | nt | 4.9% | 8% | 0.4% | 0% | 0% | -6% | nt | nt
Cc1c(C(=O)N2CCN(c3ccccc3F)CC2)oc2c1C(=O)CC(C)(C)C2 | nt | nt | nt | nt | 4.5% | -4% | 0.3% | -14% | 14% | 0% | nt | nt
COc1ccc2[nH]c(=O)c(C(c3nnnn3C3CCCCC3)N3CCN(C)CC3)cc2c1 (centres undefined) | -0.96 | -0.13 | 0.068 | 0.51 | 4.2% | 34% | -0.1% | 21% | -3% | -14% | -29% | 16%
CC1(C)Cc2c(ccc3ccccc23)C(NNC(=O)c2cccnc2)=N1 | 0.38 | -0.092 | 0.49 | -0.73 | 1.0% | 0% | -0.1% | -1% | 16% | 1% | -10% | 0%
COC(=O)CC(N)c1ccc(Br)cc1 (centres undefined) | -0.39 | -0.32 | 0.077 | 1.1 | -5.1% | -2% | -0.5% | 0% | 15% | -24% | -1% | 3%
CCn1cc(/C=C2/SC(=S)NC2=O)c(C)n1 | -0.2 | -0.0063 | -0.39 | 0.38 | 2.1% | -4% | 0.0% | 1% | -16% | 32% | 15% | 21%
CC(C)[C@@H](CO)NC(=O)c1ccc2c3n(nc2c1)-c1ccccc1CO3 | 1 | -0.61 | 0.64 | -1.1 | 0.9% | 20% | -0.2% | -6% | -120% | 2% | -2% | 5%
Cc1cccc(CCNS(=O)(=O)c2ccc(S(=O)(=O)N3CCCCC3)cc2)c1 | -1 | 0.25 | -0.58 | 0.45 | -5.6% | -5% | 0.0% | -22% | 0% | -5% | 0% | 5%
O=Cc1c(F)cccc1N1CCCC1 | 1 | -0.23 | 0.3 | -0.41 | -3.9% | -8% | -0.4% | -2% | 9% | -15% | -2% | -1%
CC(NC(=O)c1ccc(N2CCCC2=O)cc1)c1ccccc1 (centres undefined) | -1.1 | -0.2 | -0.51 | 0.6 | -2.9% | 16% | -0.1% | 24% | 3% | 6% | -7% | -4%
CN1CCN(S(=O)(=O)c2cnccc2N2CCN(c3cccc(Cl)c3)CC2)CC1 | -0.63 | -0.21 | -0.58 | 0.28 | -1.0% | -3% | 0.1% | -24% | 4% | -18% | 9% | 2%
CN(C)c1ccnc(Oc2ccc(Cl)cc2)c1C#N | nt | nt | nt | nt | 1.2% | 15% | -0.1% | -5% | -21% | 14% | 8% | 4%
c1ccc(CCNc2nc(-c3ccncc3)nc3ccccc23)cc1 | 0.84 | 0.054 | 0.35 | 0.18 | 1.3% | 5% | -0.3% | -22% | -2% | -2% | 12% | 0%
Cc1ccc(S(=O)(=O)Nc2ccccc2/C=N/c2nc3ccccc3n2C)cc1 | -0.51 | 1.6 | 0.28 | -0.073 | 13% | 7% | 0.1% | -4% | nt | nt | 9% | 17%
O=C(CSCc1ccc(Cl)cc1)N/N=C/c1ccc(OCC(=O)Nc2ccccc2)cc1 | -0.51 | -0.21 | 0.28 | 1.4 | 4.1% | -4% | -0.1% | -33% | -13% | -2% | 19% | -1%

Compound profiles, as listed above. Order of screens: Dynein cargo inh	Dynein cargo inh cytoplasmic EGFP	Dynein cargo inh nuclear GR-EGFP	Dynein cargo inh cell count	KOR beta-arrestin-1	AID2073	GPR55 beta-arrestin	KOR beta-arrestin-2	NOD2 inhibition	NOD1 inhibition	M17LAP inhibition	P. falciparum M1AAP
Shown for `CC(=O)c1cccc(OCCCOc2cccc3cccnc23)c1` → nt	nt	nt	nt	4.9%	8%	0.4%	0%	0%	-6%	nt	nt
Shown for `CCOc1ccc(C(C(=O)NCC2CCCO2)N(C(=O)c2snc(C(N)=O)c2N)c2cccc(F)c2)cc1` (centres undefined) → nt	nt	nt	nt	-5.4%	10%	0.0%	17%	4%	13%	nt	nt

Screens as filed in PubChem BioAssay.
